# Compound activity as filed in PubChem BioAssay.
# EPAC1 ag: qHTS for Agonist of cAMP-regulated guanine nucleotide exchange factor 3 (EPAC1): primary screen. EPAC1 agonist qHTS, biochemical assay; response scale: 100% = response to 6.5 mM cAMP. Potency, µM (top dose mostly 154 µM), inactives show at the highest dose activation, hits mostly activators. 360,000 compounds, 0.073% hits. AID 720707, 2013; further: potency means the concentration at half of the fitted maximal effect; nearly all actives have a fitted effect of over 60% in size
#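 Nucleotide exchange assay: 100 nM EPAC1 with 250 nM Rap1B loaded with BODIPY-GDP and 50 uM GDP, room temperature. Fluorescence (480/540 nm) read every 5 min for 30 min; signal change normalized to 6.5 mM cAMP as full agonist.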
# EPAC1 antagonist: qHTS for Antagonist of cAMP-regulated guanine nucleotide exchange factor 3 (EPAC1): primary screen. 360,000 compounds, 0.14% hits. EPAC1 GEF assay, Rap1b-BODIPY-GDP exchange fluorescence. Potency, µM (doses to about 115 µM), for the others: at the top dose activity change, negative = inhibition, usual class: inhibitors. AID 720709, 2013;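 further: potency means the concentration at half of the fitted maximal effect; plate controls were vehicle for no effect and positive control for full effect; nearly all actives have a fitted effect of over 50% in size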
# FUS suppressor: qHTS for Suppressors of FUS Proteinopathy: Primary screen using FUS-linked yeast assay | S. cerevisiae FUS-expressing, growth rescue, OD600, 24 h | Potency, µM (doses to about 76.6 µM), inactives show at the highest dose growth rescue (activation), most hits filed as activators | 390,000 compounds, 0.24% hits;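 further: potency means the concentration at half of the fitted maximal effect; plate controls were DMSO vehicle for no effect and reference control for full effect; nearly all actives have a fitted effect of over 55% in size; some results filed as inactive show a strong effect at the top dose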
#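 Toxicity suppression screen in FUS-yeast. Cells induced with 2% galactose, starting OD 0.005, treated 24hr at 30C with compounds at multiple final concentrations; growth by OD600.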
# WRN inhibitor: qHTS for Inhibitors of WRN Helicase; Bifunctional 3'-5' exonuclease/ATP-dependent helicase WRN (Homo sapiens), Q14191; WRN helicase unwinding, fluorescent forked duplex, kinetic; Potency, µM (highest dose often 114 µM), for the others: top-dose activity change, negative = inhibition, usual class: inhibitors; 360,000 compounds, 0.46% hits; AID 651768, 2012; further: potency means the concentration at half of the fitted maximal effect; on the % scale 0 is the no-effect control and ±100 the full control effect; nearly all actives have a fitted effect of over 55% in size
#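 Enzyme (20 nM final) and test compound sit together 15 min at room temperature before substrate addition. Substrate is a single-forked duplex oligonucleotide (100 nM) labelled with fluorophore and quencher, with 2 mM ATP; helicase unwinding raises red fluorescence, read kinetically.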
# Abeta yeast res: qHTS for compounds that reverse cellular toxicity of Amyloid beta (A-beta) peptide in yeast: Primary Screen | yeast expressing A-beta42, growth rescue, OD600, 48 h; response scale: 0% DMSO, 100% iron-clioquinol control | Potency, µM (highest dose often 46.1 µM), without a hit: at the highest dose growth rescue, hits mostly activators | 410,000 compounds, 0.063% hits; further: potency means the concentration at half of the fitted maximal effect; nearly all actives have a fitted effect of over 55% in size
#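 Yeast growth medium received pinned compounds, then yeast cells expressing toxic A-beta were added; plates incubated at 30 C for 48 hr. Growth read as absorbance at 600 nm, normalized to DMSO and equimolar FeCl3 plus clioquinol controls.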
# PLK1 PBD inh: qHTS for Inhibitors of PLK1-PDB (polo-like kinase 1 - polo-box domain): Primary Screen; 360,000 compounds, 2.8% hits; AID 720504, 2013; Potency, µM, for inactives: max response, negative = inhibition, actives largely listed as inhibitors; Plk1 PBD binding of FITC phosphopeptide, fluorescence polarization; further: potency means the concentration at half of the fitted maximal effect; series mostly up to about 57 µM; on the % scale 0 is the no-effect control and ±100 the full control effect; nearly all actives have a fitted effect of over 65% in size
# PI5P4K alpha inh: qHTS for Inhibitors of phosphatidylinositol 5-phosphate 4-kinase (PI5P4K). PI5P4Kalpha enzyme, ADP-Glo luminescence, 60 min; stronger effect = lower value. Phosphatidylinositol 5-phosphate 4-kinase type-2 alpha (Homo sapiens), P48426. 330,000 compounds, 1.2% hits. max response, %; active means max response of -50% or lower; inconclusive means between -30% and -50%; inactive means -30% or higher; further: value at the top dose of about 77 µM; on the % scale 0 is the no-effect control and ±100 the full control effect
#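 Quantitative HTS of the MLSMR library against PI5P4Kalpha with substrate. ATP added last at 5 microM final; room temperature, 60 minutes. Remaining ATP depleted, ADP converted and read as luminescence.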
# IL2 activator: qHTS of IL-2 Activators; IL-2 activation reporter assay, cell-based qHTS; stimulated with anti-CD3/CD4/CD28 beads; in transgenic mouse T cells; activation, % (series mostly up to about 46 µM); 360,000 compounds, 0.065% hits; in the data active means activation above about 50%; inconclusive means mostly about 30% to 49%; further: 0% is about no effect
#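 Using fluorescent plate cytometry, EGFP and DsRed are detected in transgenic mouse T cells stimulated 18 h at 37 degrees C with antibody-coated beads after 60 min compound pretreatment.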
# aSyn rescue: qHTS of alpha-syn Inhibitors. Yeast expressing alpha-synuclein, growth rescue, BacTiter-Glo, 24 h. Potency, µM (titrated, usually from 46.1 µM), for the others: at the top dose growth rescue (activation), usual class: activators. 370,000 compounds, 0.14% hits; further: potency means the concentration at half of the fitted maximal effect; % of control where 0% means no effect; nearly all actives have a fitted effect of over 65% in size
#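 Rescue of yeast growth: cells expressing toxic alpha-synuclein, induced in galactose at OD600 0.02, incubated with compound 24 h at 30 C. ATP luminescence quantified growth; inhibitors of toxicity appear as activators.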
# An asterisk follows results filed as active; u = inconclusive; x = no result given; & = joins results of further samples; [ ] = remark or other dose. Unless noted, the call rests on the fitted dose curve; in most records, active means well fitted curve in the direction sought with a large enough effect; inconclusive means small, poorly fitted or top-dose-only effect, or another doubt; inactive means no such curve, though single readings can be large; an effect the other way counts as inactive or inconclusive.
# The opening 2 records as a preview:
Molecule | FUS suppressor | PLK1 PBD inh | EPAC1 ag | WRN inhibitor | PI5P4K alpha inh | Abeta yeast res | aSyn rescue | EPAC1 antagonist | IL2 activator
CCCOc1ccc(-c2c(C(=O)N/N=C(\C)c3ccncc3)nnn2-c2nonc2N)cc1 | 7% | -14% | 5% | -4% | 1 | 6% | -8% | 7% | -1.9
Cc1ccccc1-n1nnnc1SCC(=O)Nc1ccc(N2CCN(C)CC2)cc1 | 15% | -8% | -7% | -7% | 7 | -10% | -5% | 7% | -3.0

# Main list, repeating the preview:
Molecule | FUS suppressor | PLK1 PBD inh | EPAC1 ag | WRN inhibitor | PI5P4K alpha inh | Abeta yeast res | aSyn rescue | EPAC1 antagonist | IL2 activator
CCCOc1ccc(-c2c(C(=O)N/N=C(\C)c3ccncc3)nnn2-c2nonc2N)cc1 | 7% | -14% | 5% | -4% | 1 | 6% | -8% | 7% | -1.9
Cc1ccccc1-n1nnnc1SCC(=O)Nc1ccc(N2CCN(C)CC2)cc1 | 15% | -8% | -7% | -7% | 7 | -10% | -5% | 7% | -3.0
O=C(Nc1ccccc1C(=O)N1CCCCC1)c1ccccc1C(F)(F)F | x | 0% | -7% | -19% | 2 | 10% | 1% | -7% | 0.6
Cc1cc(C(=O)Cn2nc(C(=O)O)c3ccccc3c2=O)c(C)n1-c1ccc(F)cc1 | 11% | -2% | 1% | 4% | -15 | 0% | -2% | -3% | 0.1
Cc1cc(C)n2nc(S(=O)(=O)N(C)c3ccccc3)nc2n1 | -12% | u | -7% | -3% | 7 | 7% | -1% | -18% | 2.8
COC(=O)C1=NNC2(c3ccc(C)cc3)C(=O)N(c3ccc(C)cc3)C(=O)C12 (configuration not stated) | -14% | -21% | -1% | 6% | -2 | -6% | 0% | -14% | 1.5
CC(=O)N1CCc2[nH]c3ccc(C)cc3c2C1 | -3% | u | -24% | -9% | 0 | -13% | 0% | -5% | 1.5
CNC(=O)CN(C1CCCCC1)S(=O)(=O)c1ccc(OC)c(Cl)c1 | -5% | -7% | 7% | -5% | -4 | 15% | 7% | -2% | 1.0
COc1ccc(CN2CCN(Cc3ccc4ccccc4c3)CC2)cc1OC | 21% | 0% | -5% | -34% | -12 | -16% | 2% | 10% | -4.1
Cc1cc(Cl)ccc1OCC(=O)Nc1cccnc1 | -23% | -9% | 4% | 12%[57.1 µM] | -3 | -14% | -15% | -12% | -0.8
NC(=O)C1CCN(C(=O)c2ccco2)CC1 | -20% | 1% | -1% | -1%[57.1 µM] | x | 13% | 1% | 3% | -2.4
O=C(CSc1nnnn1-c1ccc2c(c1)OCO2)NCc1ccccc1 | 24% | -9% | -1% | -14% | x | -15% | 2% | 9% | -2.8
Cc1ccc(C)c(NC(=O)COC(=O)Cc2ccsc2)c1 | 12% | -3% | -2% | -9% | 1 | 6% | 19% | -33% | 0.7
O=C(Cn1cc(/C=C\[N+](=O)[O-])c2ccccc21)Nc1ccccc1 | 3% | -4% | 3% | -5% | -3 | 9% | 11% | 10% | -0.4
CC(=O)c1ccc(NC(=O)COC(=O)CCC2CCCC2)cc1 | 8% | 1% | -1% | 5% | 0 | u | -8% | -6% | -0.7
COc1ccc(N(C)C(=O)Nc2ccc3c(c2)nnn3C)cc1 | 17% | -6% | 5% | -1% | x | 6% | 3% | 14% | -1.1
COC(=O)CSc1nc2sccc2c(=O)n1-c1ccccc1 | 33% | 0% | 1% | -11% | u | -7% | 8% | 4% | -1.0
COc1ccc(-c2cc3cc(F)ccc3cn2)cc1 | -15% | -6% | 14% | 3% | 0 | 1% | -8% | 0% | -0.7
COc1ccc(C2c3ccc(O)cc3Oc3ncn(Cc4ccco4)c(=N)c32)cc1OC (configuration not stated) | -4% | -3% | -1% | -1% | -3 | -1% | 1% | 8% | -0.4
Cc1ccc(C(=O)Nc2nc3ccc(Cl)cc3s2)o1 | -9% | 0% | 2% | -1% | -1 | -3% | -9% | 4% | -2.5
CC1=CC(=O)C(Sc2ccc(C)cc2)=CC1=O | -27% | 0.84µM* | 9% | 4% | -71* | -2% | 27% | -4% | -4.4
O=C(NCc1ccco1)c1ccc(Cl)s1 | -15% | -9% | 3% | -2% | -7 | 8% | -1% | -1% | -0.6
Cc1ccc(OCC(=O)N/N=C\c2ccc(-c3cccc(C(=O)O)c3)o2)c(C)c1 | x | -30% | -4% | u | -29 | 1% | 6% | -7% | -0.5
COCCn1c(C)cc(C(=O)CSc2nnc3ccccn23)c1C | -26% | -4% | 3% | -4% | -2 | 0% | -4% | 0% | 0.5
COC(=O)Cc1cn(-c2ncc(C(F)(F)F)cc2Cl)c2ccccc12 | 21% | -14% | 12% | -2% | -2 | -35%[inhibitor] | -29% | -18% | -0.4
CN(Cc1cn(-c2ccccc2)nc1-c1ccc2c(c1)OCO2)Cc1nccn1C | -9% | -12% | 6% | 4% | -3 | -8% | -3% | -5% | -4.7
CSc1nc2ccc(NS(=O)(=O)c3cccc(Cl)c3Cl)cc2s1 | u | -15% | 15% | -16% | -3 | -28% | -17% | -16% | 0.0
CCC(C(=O)NC(C)CCc1ccccc1)n1nc(C)n2c(cc3occc32)c1=O (configuration not stated) | 15% | -2% | 1% | 3% | 9 | 1% | 1% | -6% | 1.4
O=P(c1ccccc1)(c1ccccc1)c1cc(S(=O)(=O)O)ccc1O | -6% | u | 4% | -30%[57.1 µM] | -29 | 1% | 6% | -3% | -2.9
CCOC(=O)c1cc(-c2ccc(/C=C3/C(=O)NC(=O)C(C#N)=C3C)o2)ccc1Cl | u | 3.4µM* | -6% | u | x | -89%[inhibitor] | -87%[inhibitor] | -24% | -2.1
COc1ccccc1C(=O)C1CCCN(C(=O)c2cn3cc(Cl)ccc3n2)C1 (configuration not stated) | 12% | 4% | -6% | -3% | 2 | 8% | 7% | 3% | -3.3
C/C(=N\Nc1ccc(Cl)c(C(=O)O)c1)c1cccc2ccccc12 | 30% | 27µM* | -4% | u | -30 | -4% | 3% | 3% | 2.1
CCOC(=O)c1c(-c2ccccc2)c(C(C)=O)c(=O)n(C)c1C | -13% | -9% | 0% | 3% | 2 | 9% | 1% | -5% | 1.0
Cc1nn(C)c(C(=O)NNC(=S)Nc2ccc(Cl)cc2)c1[N+](=O)[O-] | 22% | -18% | 8% | -25% | x | 6% | 1% | -9% | 0.5
CC(=O)c1ccc(C(=O)NC2CCCN(Cc3ccc(Cl)cc3)C2)s1 (configuration not stated) | x | 2% | 8% | -22% | -4 | 10% | 6% | 8% | -2.8
O=C1Nc2ccccc2C12NCCc1c2[nH]c2ccccc12 (configuration not stated) | 24% | -16% | 10% | 4% | x | -14% | -14% | 1% | -0.5
CCOc1ccc(NC(=O)CC2C(=O)N(c3ccccc3)C(=O)N2CCc2cccs2)cc1 (configuration not stated) | u | -5% | 8% | -13% | 1 | -8%&1% | -5% | -26% | -2.1
C=C(C)Cn1c(CN(C)Cc2ccccc2)nc2c1c(=O)n(C)c(=O)n2C | 5% | -10% | 13% | -4% | 4 | 13% | -5% | -9% | -0.5
N#CCCN(C(=O)COC(=O)COc1ccc(Cl)cc1)c1ccccc1 | 12% | -8% | 5% | 0% | -1 | 1% | 0% | 23% | -2.0
Cc1ccc(-c2nc(CS(=O)CC(=O)NC3CC3)c(C)o2)cc1 (configuration not stated) | -11% | -4% | -7% | 4% | -10 | -11% | -1% | -18% | 0.1
O=S(=O)(c1ccccc1)N1CCN(CC2CC3C=CC2C3)CC1 (configuration not stated) | -35% | -4% | -3% | 3% | 8 | 8% | 3% | -19% | -1.8
Cc1cccc(-c2cc(C(=O)Nc3sc(C)c(C)c3C(N)=O)c3ccccc3n2)c1 | x | -1% | -2% | 5% | -4 | -6% | -12% | 8% | 0.8
CCc1ccc(C2C(C(=O)O)c3ccccc3C(=O)N2C)cc1 (configuration not stated) | -7% | -4% | -1% | -2% | x | 17% | 4% | 11% | 0.5
CC1CCCC(NS(=O)(=O)c2cccc3nsnc23)C1C (configuration not stated) | 14% | -7% | -2% | 13% | 0 | -20% | 18% | -30% | 1.0
CN(C)c1ccc(C2OC(=O)C3(CCCC3)C(=O)C2(C)C)cc1 (configuration not stated) | 26% | -6% | 9% | 2% | x | -23% | 5% | -9% | 0.2
CCOC(=O)CNC(=O)CSc1nnc(C)c(=O)[nH]1 | x | -1% | -2% | 9% | -4 | -21% | 10% | 8% | -0.4
CCOC(=O)/C=c1/s/c(=C/c2ccccc2OC)c(=O)n1CC(=O)N1CCOCC1 | x | 7% | 4% | -6% | -1 | 3% | 10% | -20% | -2.3
Cc1oc(-c2ccc3c(c2)OCCO3)cc1C(=O)NCC(=O)O | 31% | u | 4% | -14% | -23 | -9% | 6% | -10% | 2.3
CCOc1ccc(N(CC(=O)Nc2ccccc2OC)S(C)(=O)=O)cc1 | 3% | -2% | 0% | 2% | 1 | 3% | 4% | 5% | -0.2
Cc1cc(C)c(Nc2ncnc(N)n2)c(C)c1 | 7% | -6% | 2% | -10% | 5 | -1% | -5% | -6% | -0.3
C/C(=N\NC(=O)c1ccc(N(C)C)cc1)c1ccc(C)cc1C | 20% | -3% | 2% | -2% | 6 | 16% | -21% | -17% | -3.6
Cc1ccc(C(=O)OCCN(C)Cc2ccccc2)cc1 | -9% | 0% | 8% | -11% | 2 | 4% | 5% | -7% | -0.7
O=C(c1ccc(Br)o1)N1CCN(c2ccc3nnc(-c4ccccc4)n3n2)CC1 | 44% | -10% | 1% | -8% | 3 | 5% | 6% | -7% | -2.7
COn1c(SCc2ccc(Cl)cc2)nc2ccccc2c1=O | 17% | -8% | 5% | -8% | 22 | -2% | -1% | -3% | -1.7
